High-throughput results as filed in PubChem.
DT40 TDP1 CPT – growth inhibition of DT40 Tdp1-/-;hTDP1 cells with camptothecin (screen for TDP1 inhibitors); chicken DT40 Tdp1-/-;hTDP1 cells + 20 nM CPT, ATP luminescence, 48 h; Potency, µM (titrated, usually from 46.2 µM), inactives show at the highest dose activity change, negative = growth inhibition, usual class: inhibitors; hit rate 12% among 420,000; note: nearly all actives have a fitted effect of over 55% in size
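Cell growth measured by CellTiter-Glo luminescence after a minimum 48 h, 37 C compound exposure with 20 nM CPT in Tdp1-knockout DT40 cells stably expressing hTDP1, seeded 400/well; qHTS titration format.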
TDP1 block – inhibitors of human tyrosyl-DNA phosphodiesterase TDP1. recombinant TDP1, AlphaScreen DNA substrate cleavage. Potency, µM (top dose mostly 130 µM), for the others: at the top dose activity change, negative = inhibition, usual class: inhibitors. hit rate 0.28% among 350,000; note: nearly all actives have a fitted effect of over 40% in size
Target sequence (Q9NUW8 whole entry, looked up): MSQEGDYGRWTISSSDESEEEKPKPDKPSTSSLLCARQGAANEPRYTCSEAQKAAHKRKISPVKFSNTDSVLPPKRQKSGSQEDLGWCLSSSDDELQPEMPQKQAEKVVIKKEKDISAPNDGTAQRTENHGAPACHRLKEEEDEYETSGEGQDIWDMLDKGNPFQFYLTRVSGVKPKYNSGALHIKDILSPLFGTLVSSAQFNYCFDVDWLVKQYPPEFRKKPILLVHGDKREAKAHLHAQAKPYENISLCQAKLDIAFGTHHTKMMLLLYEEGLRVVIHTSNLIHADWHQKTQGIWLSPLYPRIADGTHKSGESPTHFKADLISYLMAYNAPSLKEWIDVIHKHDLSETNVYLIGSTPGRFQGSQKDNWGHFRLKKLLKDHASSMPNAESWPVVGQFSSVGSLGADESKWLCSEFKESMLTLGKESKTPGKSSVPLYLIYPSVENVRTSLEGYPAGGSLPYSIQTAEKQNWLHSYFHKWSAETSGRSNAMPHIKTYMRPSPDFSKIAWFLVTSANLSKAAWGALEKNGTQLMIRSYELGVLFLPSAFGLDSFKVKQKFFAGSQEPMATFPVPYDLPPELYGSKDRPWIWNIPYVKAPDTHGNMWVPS
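Recombinant E. coli-expressed Tdp1 (1 nM) preincubated with compound 15 min at RT, then 5'-biotin/3'-phosphotyrosine-FITC DNA substrate (15 nM) added for 5 min. AlphaScreen beads (10 ug/ml) added, 10 min RT; tyrosine-FITC cleavage read as signal loss.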
TDP1 cell noCPT – qHTS for Inhibitors of human tyrosyl-DNA phosphodiesterase 1 (TDP1): qHTS in cells in absence of CPT | Potency, µM (titrated, usually from 46.2 µM), for inactives: top-dose activity change, negative = growth inhibition, usual class: inhibitors | DT40 Tdp1-/- hTDP1 cells, no CPT, ATP luminescence, 48 h | hit rate 15% among 420,000; note: nearly all actives have a fitted effect of over 55% in size
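A cellular qHTS used chicken DT40 cells lacking endogenous Tdp1 but carrying stably transfected human TDP1. Compounds were applied without camptothecin, and cell growth kinetics were judged by ATP-dependent luminescence after ≥48 hr.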
An asterisk follows results filed as active; ? = inconclusive; . = not tested or not shown; & = joins results of further samples; [ ] = dose if it differs, or a comment. Calls come from the whole dose curve; as a rule, active = well fitted curve in the direction sought with a large enough effect; inconclusive = small, poorly fitted or top-dose-only effect, or another doubt; inactive = no such curve, though single readings can be large; an effect the other way counts as inactive or inconclusive. % is set by controls: 0 for no effect and ±100 for the full control effect; potency is the fitted concentration of half-maximal effect.

Order of results – DT40 TDP1 CPT	TDP1 block	TDP1 cell noCPT
CC1(C)Oc2ccc3ccc(=O)oc3c2/C(=C/Nc2ccccc2)C1=O
 : ?	0%	-28%
O=C(NC(c1ccccc1)c1cnccn1)C1CCN(CCCOc2ccccc2)CC1 (stereo not given)
 : -1%	.	-26%
O=C1CCC(=O)N1c1ccc(NCCc2ccccc2F)c([N+](=O)[O-])c1
 : 9%	3%	-18%
Nc1c(C(=O)O)ccc2c1C(=O)c1ccccc1C2=O
 : -8%	8%	?
CC(C)NC(=O)N(C)C[C@@H]1OCc2cn(nn2)CCCC(=O)N([C@H](C)CO)C[C@H]1C
 : -1%	.	-7%
CC(C)(C)NC(=S)NC(C)(C)C
 : -25%	.	-8%
CC1=Nn2c(nnc2-c2cc(C)[nH]n2)SC1
 : 0%	1%	3%
CN(C)S(=O)(=O)c1ccc(C(=O)Nc2nc(-c3cccs3)cs2)cc1
 : 21µM*	1%	?
OC(c1ccccc1)c1ncc(-c2ccc(Cl)cc2)[nH]1 (stereo not given)
 : -3%	.	-10%
Cc1ccc(C)c(OCCC(=O)Nc2cccc(S(=O)(=O)N3CCCC3)c2)c1
 : ?	.	?
CN[C@@H]1[C@H](O[C@H]2[C@H](O[C@H]3[C@H](O)[C@@H](O)[C@H](N=C(N)N)[C@@H](O)[C@@H]3N=C(N)N)O[C@@H](C)[C@]2(O)CO)O[C@@H](CO)[C@H](O)[C@H]1O
 : 6%	.	-6%
O=c1cc(-c2ccccc2)n2c(SCc3ccccc3Cl)nnc2[nH]1
 : 4%	3%	-1%
COCCn1c(SCC(=O)c2ccc(C)cc2C)nc2cc(C(=O)NC3CCCC3)ccc2c1=O
 : 4%	5%	-18%
COc1ccc(NC(=O)/C(C#N)=C\c2ccc(Br)o2)cc1
 : -4%	.	-10%
COc1cc2c(=O)n(CCC(=O)NCC3CCCO3)c(=O)n(CC(=O)c3ccc(Cl)cc3)c2cc1OC (stereo not given)
 : 8%	5%	-9%
COc1ccc(-n2c(CCC(=O)O)ccc2-c2ccccc2)cc1
 : -2%&-7%	3%&7%	-11%&-9%
O=C1c2ccccc2CC1Sc1nnc(-c2ccncc2)o1 (stereo not given)
 : -28%	3%	-19%
C=CCNC(=O)C1CC2Cn3c(nc4cc(C)c(C)cc43)C2N1C (stereo not given)
 : -6%	-2%	3%
COCCOC(=O)C1=C(C)NC(=O)CC1c1cc2c(cc1Br)OCO2 (stereo not given)
 : ?	2%	-13%
Cc1cc(C)nc(/N=C(\N)Nc2ccc(-c3ccccc3)cc2)n1
 : 7.3µM*	1%	9.2µM*
CC1=NN(c2ccccc2)C(=O)C1C=Nc1ccc(N(C)C)cc1 (stereo not given)
 : -9%	.	?
Cc1cc(C(=O)N2CCN(c3cccc(Cl)c3)CC2)c(C)o1
 : 18µM*	4%	16µM*
O=C(CSc1nc(=O)n(CCCN2CCOCC2)c2c1CCCC2)Nc1ccccc1Cl
 : -27%	3%	-19%
CC1CCN(S(=O)(=O)c2ccc3nc(Nc4cccc(C(F)(F)F)c4)ccc3c2)CC1
 : 18µM*	0%	?
Cc1ccc(-c2cnc(NC(=O)c3cccc(Br)c3)s2)c(C)c1
 : ?	5%	?
CC(=O)NC(c1ccccc1)c1nc(-c2cccs2)cs1 (stereo not given)
 : -20%	.	?
CCCNC(=O)Cn1nc(-c2ccc(OC)cc2)c2cnc3ccc(F)cc3c21
 : -28%	-1%	-17%
Cc1ccc(C(=O)NS(=O)(=O)c2ccc(N=NN(C)C)cc2)cc1
 : 0%	3%	0%
Cc1cc(NCc2ccccn2)ccc1Br
 : ?	0%	?
C[C@H](CO)N1C[C@H](C)[C@@H](CN(C)C)OCc2cnnn2CCCC1=O
 : 1%	.	5%
Cc1ccc(-c2c(C(=O)Nc3ccc(F)c(F)c3)oc(=O)c3ccccc23)cc1
 : ?	1%	?
O=c1c(-c2ccc(F)cc2)nc2cnc(N3CCNCC3)nc2n1-c1ccccc1
 : 15µM*	.	?
Cc1[nH]n(-c2ccccc2)c(=O)c1C1(C(F)(F)F)C(=O)N(c2ccc(F)cc2)C2=C1C(=O)CC(C)(C)C2 (stereo not given)
 : 1%	0%	-2%
Clc1ccc(-c2nc3nc4ccccc4nc3n2Cc2ccco2)cc1
 : ?	-5%	16µM*
CCCN(C(=O)CSc1nnc(N)s1)c1c(N)n(Cc2ccccc2)c(=O)[nH]c1=O
 : 9%	0%	-10%
O=c1[nH]nc(Cc2ccc([N+](=O)[O-])cc2)c2ccccc12
 : ?	.	?
CCOc1ccccc1NC(=O)c1nc(SCc2ccccc2F)ncc1Cl
 : ?	.	?
O=C(Nc1cccc(N2CCC(NCc3cnn(-c4cccc(F)c4)c3)CC2)c1)c1ccncc1
 : -7%[9.04 µM]	.	?
COC(=O)C1=C(C)N=C2SC(C#N)=C(N)N2C1c1cc(OC)c(OC)c(OC)c1 (stereo not given)
 : 2%	7%	0%
Cc1nnc(NC(=O)CSc2nnc(Cc3ccccc3)n2Cc2ccccc2)s1
 : 0%	2%	-18%
CCN(Cc1ccccc1)C(=O)CN(c1ccc(OC)cc1)S(=O)(=O)c1c(C)nn(C)c1C
 : 4%	-5%	?
CSCc1cccc(C(=O)OC(C)C(=O)Nc2c(C)n(C)n(-c3ccccc3)c2=O)c1 (stereo not given)
 : 16%	2%	6%
C(C#CCN1CCOCC1)#CCN1CCOCC1
 : 5%	.	-23%
CC(=O)c1ccc(OCCCC(=O)Nc2nnc(C3CC3)s2)cc1
 : 1%	-3%	-1%
O=C(Cc1cccc(NC(=O)C2CCCN(C(=O)C3CCCC3)C2)c1)Nc1cccc(C(=O)N2CCOCC2)c1 (stereo not given)
 : 3%	.	-16%
COc1cc(NC(=S)NCCc2ccccc2)c(OC)cc1NC(=O)C(C)C
 : -30%	.	-13%
O=C1CSC(c2cccnc2)N1Cc1ccc(Cl)c(Cl)c1 (stereo not given)
 : 0%	-9%	1%
O=C(OCc1cn(-c2ccc(Cl)c(Cl)c2)nn1)c1ccccc1Cl
 : -13%	-10%	-1%
CCOc1ccc(C(=O)CSc2nnc(C3CC3)n2C)cc1
 : -2%	-5%	-2%
COc1ccc(CN(C)CC2CCCN(CCc3ccccc3C)C2)cc1O (stereo not given)
 : -23%	.	?
CC(Sc1nnc(Cc2ccc([N+](=O)[O-])cc2)o1)C(N)=O (stereo not given)
 : -7%	4%	-1%
Cc1ccc2oc(-c3cccc(NC(=O)Cc4cccs4)c3)nc2c1
 : -12%	2%	-9%
Cc1cc(Br)ccc1SCC(=O)OCC(=O)Nc1ccc2[nH]c(=O)[nH]c2c1
 : -24%	0%	-5%
O=C(/C=C/c1ccco1)NC(=S)Nc1nc(-c2ccc3ccccc3c2)cs1
 : 3.3µM*	5%	4.1µM*
COc1cc2c(cc1OC)CN(C(=S)Nc1cccc(Cl)c1C)CC2
 : ?	0%	-30%
CCCCn1c(N)c(N(CC(C)C)C(=O)CN2C(=O)NC3(CCC(C(C)(C)CC)CC3)C2=O)c(=O)[nH]c1=O (stereo not given)
 : -16%	.	-24%
CCN(CC)C(=O)c1cccc(NC(=O)CCc2nc3sc4c(c3c(=O)[nH]2)CCCC4)c1
 : ?	0%	?
Cc1cc(C)cc(OCc2nnc(SCC(=O)N3CCCCC3)o2)c1
 : 12%	0%	0%
S=C(NCCc1ccc(Cl)cc1)NC1CC1
 : -1%	-3%	0%
CCc1cc(C(=O)OC)c(NC(=O)C2CC(=O)NN2Cc2ccccc2)s1 (stereo not given)
 : ?	6%	?

(listing goes on)
Order of results – DT40 TDP1 CPT	TDP1 block	TDP1 cell noCPT
CC(C)Cn1c(=O)c2ccccc2n2c(-c3cccc(Cl)c3)nnc12
 : ?	11%	26µM*
COc1ccc([N+](=O)[O-])cc1NC(=O)C(C)Sc1nc(C)c(C)c(C)n1 (stereo not given)
 : ?	6%	23µM*
Cc1c2cnn(-c3ccccc3)c(=O)c2c(C)n1CC(=O)N1CCN(c2ccc(F)cc2)CC1
 : 21µM*	3%	15µM*
O=C(CSc1nnc(NC(=O)c2ccccc2F)s1)NC1CCCC1
 : -12%	12%	-12%
CCOC(=O)c1c(C)oc2nc(C)nc(NC(C)c3ccccc3)c12 (stereo not given)
 : 21µM*	6%	16µM*
CCC/C(C#Cc1ccc(N(C)C)cc1)=C1/c2ccccc2C(=O)N1c1ccccc1
 : 15µM*	-4%	16µM*
Cc1ccc(NC(=O)CN(C)C(=O)COC(=O)c2ccc(NC(=O)CC#N)cc2)cc1
 : 12%	1%	7%
CCc1ccc(NC(=O)CN2CCC(C(=O)c3ccc(OC)cc3)CC2)cc1
 : 5.8µM*	.	23µM*
Cc1ccccc1CN1[C@@H]2c3ccccc3C[C@@H]2OCCS1(=O)=O
 : ?	.	16µM*
O=C1NC[C@H](CCCCN2C[C@H](Cc3ccc(O)cc3)N(CCC3CCCCC3)C(=O)C2=O)N(CCc2ccccc2)C1=O
 : -3%	.	2%
CN(C(=O)c1cc2ccccc2o1)c1c(N)n(Cc2ccccc2)c(=O)[nH]c1=O
 : ?	1%	-1%
NS(=O)(=O)c1cccc(NC(=O)Cn2cc(C(F)(F)F)cc(Cl)c2=O)c1
 : -7%	-6%	0%
Cc1cc(-c2ccnc(-n3ncc(C(=O)NCC4CCCO4)c3C3CC3)n2)c(C)s1 (stereo not given)
 : -2%[9.04 µM]	.	?
CCOc1ccc(N2CC(NC(=O)c3cccc4ccccc34)CC2=O)cc1 (stereo not given)
 : -5%	.	-7%
CC(C)c1nnc(NC(=O)CCC(=O)NCc2cccs2)s1
 : 3%	-1%	2%
COc1ccc(-c2cc(C(=O)N3CCN(S(=O)(=O)c4ccccc4)CC3)[nH]n2)cc1
 : 21µM*	.	?
O=C(COC(=O)c1ccc(O)cc1)NC1CCCCCC1
 : 2%	-1%[56.1 µM]	-8%
FC(F)(F)c1cccc(CNc2ncccc2-c2nc3cc(Cl)ccc3o2)c1
 : -6%	0%	-10%
CC(=O)Nc1ccc(C(=O)OCC(=O)N2CCC(Cc3ccccc3)CC2)cc1
 : -23%	2%	-28%
CN=C1c2cc3cc(OC)ccc3n2CCN1Cc1ccccc1
 : 3.3µM*	6%	2.9µM*
CC(C)C(=O)Nc1ccc(C(=O)Nc2nnc(C(C)(C)C)s2)cc1
 : 3%	-2%	?
CN(C(=O)c1ccco1)c1nnc(C23CC4CC(CC(C4)C2)C3)s1
 : ?	-8%	?
CN(C)CCNc1ccc(CO)c2oc3ccc(O)cc3c(=O)c12
 : 0.13µM*	.	0.65µM*
CCN1C(=O)[C@H]2[C@@H](c3ccccc3)N3C(=O)N(c4cccc(F)c4)C(=O)[C@@]3(CC(C)C)[C@H]2C1=O
 : -12%	.	-10%
N#Cc1ccsc1NC(=O)C1CCN(C(=O)c2ccc(Cl)cc2)CC1
 : ?	-3%	?
Cc1ccc(NC(=O)COC(=O)CNC(=O)c2cccs2)cc1S(=O)(=O)N1CCOCC1
 : 10%	.	15%
Cc1noc(C)c1COc1ccccc1C(=O)N1CCN(S(=O)(=O)c2ccc(F)c(F)c2)CC1
 : -19%	.	1%
O=C(/C=C/c1cccc([N+](=O)[O-])c1)NCc1ccco1
 : -19%	1%	-18%
Cc1ccc(NCC(=O)N/N=C/c2cc3ccccc3nc2Cl)cc1
 : 23µM*	7%	29µM*
O=C(CSc1ncccn1)N1CCCC1
 : -6%	1%	-10%
COc1ccc(C2C=C(C)Nc3nc4ccccc4n32)cc1 (stereo not given)
 : -4%	1%	18µM*
CC(C(=O)Nc1ccc(C#N)cc1)N(C)CC(=O)N(C)c1c(N)n(Cc2ccccc2)c(=O)[nH]c1=O (stereo not given)
 : 11%	-1%	-16%
CC1(C)CC(=O)C=C(NC2CCCCCC2)C1
 : -18%	-10%	-20%
O=C(c1c(Cl)cccc1Cl)N1CCCCCC1
 : -28%	1%	-29%
CC[n+]1ccc(/C=C/c2c[nH]c3ccccc23)cc1
 : 2.3µM*	.	2.1µM*

Profiles as entered above:
CC(C(=O)Nc1ccc(C#N)cc1)N(C)CC(=O)N(C)c1c(N)n(Cc2ccccc2)c(=O)[nH]c1=O (stereo not given) reads DT40 TDP1 CPT: 11%; TDP1 block: -1%; TDP1 cell noCPT: -16%
CC1(C)CC(=O)C=C(NC2CCCCCC2)C1 reads DT40 TDP1 CPT: -18%; TDP1 block: -10%; TDP1 cell noCPT: -20%
CC[n+]1ccc(/C=C/c2c[nH]c3ccccc23)cc1 reads DT40 TDP1 CPT: 2.3µM*; TDP1 block: .; TDP1 cell noCPT: 2.1µM*
